# High-throughput results (PubChem)
# 697 NFkB inh – lowers PMA/ionomycin-induced NF-kB signal in 697 B cells; actives 0.33% (n = 330,000); 697 B-cell NF-kB luciferase reporter, 16 h; inhibition, % at 4 µM; AID 435022; in the data active = inhibition above about 35%
# Jurkat NFkB inh – lowers PMA/ionomycin-induced NF-kB signal in Jurkat cells; AID 435003; PMA/ionomycin-induced NF-kB luciferase reporter, luminescence; actives 0.53% (n = 330,000); inhibition, % at 4 µM
# CCR6 antag – CCR6 (human) receptor antagonism. P51684. CHO-K1 CCR6 PathHunter beta-arrestin, luminescence, CCL20-stimulated. inhibition, % at 20 µM. actives 0.49% (n = 340,000). AID 493098;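 active = compounds whose inhibition of the agonist-driven luminescence signal at 20 µM reaches about 50%, limit read from the data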;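 note: cells stimulated with CCL20 at 14 nM final; plate controls were DMSO with CCL20 for no effect and DMSO without agonist for full effect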
# EBI2 block – EBI2 (human) antagonism; P32249; EBI2 beta-arrestin recruitment, luminescence, 7a,25-OHC stimulated; inhibition, % at 5 µM; actives 0.81% (n = 360,000); in the data active = inhibition above about 38%;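 note: enzyme fragment complementation signal reports receptor beta-arrestin coupling in cells; 0% = agonist plus DMSO wells and 100% = wells without agonist; some results beyond the cut were filed as inactive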
# Gli-Sufu antag – Gli-Sufu pathway antagonism. Sufu-KO-LIGHT fibroblasts, Gli luciferase reporter luminescence. inhibition, % at 5 µM. actives 0.74% (n = 340,000);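 active = inhibition above about 55%, limit read from the data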;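 note: 0% = DMSO-treated cells and 100% = wells with medium but no cells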
# SENP8 block – inhibitors of human SENP8 protease. actives 1.2% (n = 330,000). purified SENP8, Z-RLRGG-aminoluciferin cleavage, luminescence. Q96LD8. inhibition, % at 10 µM
# UBC13 polyUb – blocks human UBC13 polyubiquitin chain formation. P61088. actives 0.47% (n = 330,000). TR-FRET. inhibition, % at 20 µM; in the data active = inhibition above about 45%, passing the limit was not always enough
# Apaf1 inhib – blocks human Apaf-1 apoptosome activity | reconstituted apoptosome caspase-3 activity, DEVD-Rh110 fluorescence | inhibition, % at 20 µM | AID 489030 | actives 0.71% (n = 330,000) | O14727; active = inhibition of at least 40% at 20 µM;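 note: plate controls were DMSO wells for no effect and DEVD-CHO caspase inhibitor wells for full effect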
# Target sequence (O14727 whole entry, looked up): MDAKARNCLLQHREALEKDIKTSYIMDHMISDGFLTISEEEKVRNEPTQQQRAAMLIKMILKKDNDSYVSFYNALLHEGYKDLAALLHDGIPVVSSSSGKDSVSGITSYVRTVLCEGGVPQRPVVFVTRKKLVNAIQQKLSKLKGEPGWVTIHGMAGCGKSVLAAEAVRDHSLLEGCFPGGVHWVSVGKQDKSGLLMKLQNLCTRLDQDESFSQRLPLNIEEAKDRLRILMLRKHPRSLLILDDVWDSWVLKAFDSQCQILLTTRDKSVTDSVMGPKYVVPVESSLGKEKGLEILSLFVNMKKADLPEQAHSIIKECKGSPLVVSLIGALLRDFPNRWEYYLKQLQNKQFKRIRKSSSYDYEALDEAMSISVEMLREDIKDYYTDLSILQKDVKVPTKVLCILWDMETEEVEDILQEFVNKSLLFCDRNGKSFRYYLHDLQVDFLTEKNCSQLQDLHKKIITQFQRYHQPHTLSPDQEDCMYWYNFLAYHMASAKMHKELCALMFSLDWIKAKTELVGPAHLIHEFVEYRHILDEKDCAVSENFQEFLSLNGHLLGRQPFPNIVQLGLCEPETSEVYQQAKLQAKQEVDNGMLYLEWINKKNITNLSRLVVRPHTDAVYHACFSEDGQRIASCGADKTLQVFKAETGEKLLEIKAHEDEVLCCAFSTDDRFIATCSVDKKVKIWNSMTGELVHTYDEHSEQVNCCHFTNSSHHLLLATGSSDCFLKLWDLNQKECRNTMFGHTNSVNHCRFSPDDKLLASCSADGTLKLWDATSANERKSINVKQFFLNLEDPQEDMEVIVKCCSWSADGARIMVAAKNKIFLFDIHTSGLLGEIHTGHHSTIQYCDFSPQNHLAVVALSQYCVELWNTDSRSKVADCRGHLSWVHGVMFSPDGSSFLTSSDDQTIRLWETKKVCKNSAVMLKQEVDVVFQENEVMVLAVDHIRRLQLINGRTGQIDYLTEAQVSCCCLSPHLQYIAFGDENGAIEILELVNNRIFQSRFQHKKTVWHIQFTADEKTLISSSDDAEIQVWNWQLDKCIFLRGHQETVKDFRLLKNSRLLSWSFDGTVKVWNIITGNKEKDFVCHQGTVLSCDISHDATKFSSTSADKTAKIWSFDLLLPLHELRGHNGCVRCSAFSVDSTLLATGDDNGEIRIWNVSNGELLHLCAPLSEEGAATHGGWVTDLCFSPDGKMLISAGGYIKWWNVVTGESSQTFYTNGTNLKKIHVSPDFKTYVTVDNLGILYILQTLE
#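 System – cell-free apoptosome with Apaf-1, procaspase-3 and caspase-9 · Buffer or medium – pH 7.5 Hepes buffer with CHAPS, BSA, DTT · Also added – cytochrome c with DEVD-Rh110 · Times – 30 min compound preincubation, 50 min activation, room temperature · Technique – Rh110 fluorescence intensity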
# * marks the source's active call; other numbers are inactive results; / = not tested or not shown. Cut-off read from the data, not from the text of the source, unless noted: active = inhibition above about 50%; inactive = the rest. A portion of the library (hit frequency here may not be typical).
item	canonical_smiles	697 NFkB inh	Jurkat NFkB inh	CCR6 antag	EBI2 block
1	CC1(C)CC(NC(=O)CC2CCCCC2)CC(C)(C)N1	-21	-6	-13	-5
2	CNC(=S)N(Cc1ccc(OC)cc1)C1CC(=O)N(c2ccc(Cl)cc2)C1=O (stereo not given)	10	15	8	-10
3	O=C(O)CCCC[C@@H]1SC[C@@H]2NC(=O)N[C@@H]21	17	6	-8	-6
4	COC(=O)C[n+]1cccc2ccccc21	5	-11	11	-2
5	COc1ccc(-n2cc(CNCc3cnc4ccccn34)c(-c3cccc(F)c3)n2)cc1	-15	-23	-5	8
6	CC(CC1CC(C)(C)OC1=O)C(=O)Nc1nncs1 (stereo not given)	16	11	-3	-5
7	O=C(c1ccc(Br)o1)N1CCN(c2ccc3nnc(-c4ccc(F)cc4)n3n2)CC1	-23	14	11	14
8	CCOC(=O)c1c(S(=O)(=O)Nc2ccccc2OCC)c(C)n(C)c1C	2	4	10	1
9	CCc1nnc(NC(=O)c2ccc(Br)o2)s1	-27	-6	2	-13
10	CCOC(=O)N1CCN(C(=S)NC(=O)c2cncc(Br)c2)CC1	1	-6	2	-8

item	Gli-Sufu antag	SENP8 block	UBC13 polyUb	Apaf1 inhib
1	29	-1	-12	-1
2	19	-4	7	-3
3	3	4	0	-14
4	40	-5	-11	-2
5	22	-2	18	22
6	2	2	16	-19
7	3	-3	24	19
8	-4	10	-6	-10
9	-3	-6	-5	-12
10	17	-2	25	-10

# Looked up above.
# `CNC(=S)N(Cc1ccc(OC)cc1)C1CC(=O)N(c2ccc(Cl)cc2)C1=O` (stereo not given) – UBC13 polyUb = 7
# `CCOC(=O)N1CCN(C(=S)NC(=O)c2cncc(Br)c2)CC1` – CCR6 antag = 2

# Structures shown so far with a furan ring, fused or not, in the order listed:
item	canonical_smiles	697 NFkB inh	Jurkat NFkB inh	CCR6 antag	EBI2 block
7	O=C(c1ccc(Br)o1)N1CCN(c2ccc3nnc(-c4ccc(F)cc4)n3n2)CC1	-23	14	11	14
9	CCc1nnc(NC(=O)c2ccc(Br)o2)s1	-27	-6	2	-13

item	Gli-Sufu antag	SENP8 block	UBC13 polyUb	Apaf1 inhib
7	3	-3	24	19
9	-3	-6	-5	-12

# The listing continues.
item	canonical_smiles	697 NFkB inh	Jurkat NFkB inh	CCR6 antag	EBI2 block
11	CN1CCN(C(CNS(=O)(=O)c2ccc([N+](=O)[O-])cc2)c2ccc(F)cc2)CC1 (stereo not given)	12	14	-11	-4
12	O=C1C=CCCC1	12	-13	4	-2
13	COc1ccc(OC)c(/C=C/C(=O)OCC(=O)Nc2nnc(-c3ccccc3)o2)c1	9	-1	19	-6
14	O=C(COC(=O)/C=C/c1ccccc1)Nc1cc(C(F)(F)F)ccc1N1CCOCC1	4	7	7	-2
15	Cc1ccccc1NCC(=O)N/N=C/C(Br)=C/c1ccccc1	-32	35	-4	7
16	CCn1c(SCC(=O)N2CCCCCC2)nc2c([nH]c3ccccc32)c1=O	-13	-6	9	16
17	CC[C@]12c3[nH]c4cc(-c5ccco5)ccc4c3CCN1C(=O)[C@@H](CC(=O)NC/C=C(\C)CCC=C(C)C)C[C@@H]2C(=O)N1CCN(C(=O)C2CC2)CC1	-70	/	15	20
18	Cn1c(NC(=O)c2cc(Br)ccc2Cl)cc(=O)n(C)c1=O	6	7	2	2
19	COc1ccccc1N(CC(=O)N/N=C/c1c(O)ccc2ccccc12)S(C)(=O)=O	-3	31	5	11
20	CC(C(=O)c1c[nH]c(C(=O)N=CN(C)C)c1)c1ncc(C(F)(F)F)cc1Cl (stereo not given)	10	28	4	-10

item	Gli-Sufu antag	SENP8 block	UBC13 polyUb	Apaf1 inhib
11	11	9	-2	0
12	-8	9	9	0
13	1	-2	-16	1
14	8	-3	-3	-3
15	-16	-9	-6	25
16	10	-1	1	-1
17	-14	/	/	34
18	6	-12	-2	4
19	28	-4	-4	3
20	-4	-2	-2	-5

# Profiles from above. Values in the order: 697 NFkB inh | Jurkat NFkB inh | CCR6 antag | EBI2 block | Gli-Sufu antag | SENP8 block | UBC13 polyUb | Apaf1 inhib
# `CCc1nnc(NC(=O)c2ccc(Br)o2)s1` is entered as -27 | -6 | 2 | -13 | -3 | -6 | -5 | -12
# `O=C(COC(=O)/C=C/c1ccccc1)Nc1cc(C(F)(F)F)ccc1N1CCOCC1` is entered as 4 | 7 | 7 | -2 | 8 | -3 | -3 | -3
# `CC(CC1CC(C)(C)OC1=O)C(=O)Nc1nncs1` (stereo not given) is entered as 16 | 11 | -3 | -5 | 2 | 2 | 16 | -19
# `COC(=O)C[n+]1cccc2ccccc21` is entered as 5 | -11 | 11 | -2 | 40 | -5 | -11 | -2
# `CN1CCN(C(CNS(=O)(=O)c2ccc([N+](=O)[O-])cc2)c2ccc(F)cc2)CC1` (stereo not given) is entered as 12 | 14 | -11 | -4 | 11 | 9 | -2 | 0

# Continuation.
item	canonical_smiles	697 NFkB inh	Jurkat NFkB inh	CCR6 antag	EBI2 block
21	Cc1ccc(S(=O)(=O)c2c(C)c(C)c(C)[nH]c2=O)cc1	15	-5	4	-11
22	O=C(O)CCCNC(=O)c1nn(Cc2ccccc2)c(=O)c2ccccc12	3	-12	5	-4
23	COc1cc(/C=N/NC(=O)Cc2ccccc2)ccc1Oc1ccc([N+](=O)[O-])cc1[N+](=O)[O-]	21	2	6	-37
24	CCCCCOc1ccc(CSc2ncn[nH]2)cc1	-96	-55	11	2
25	CN(C)c1ccc(C(=O)N/N=C/c2ccccn2)cc1	-53	-51	9	-3
26	COc1ccc(C(=O)CN2CCN(c3cc(C)nc4ccccc34)CC2)cc1	-18	-16	-3	7
27	COc1cc(CC(=O)NCC(C)(C)N2CCOCC2)cc(OC)c1OC	11	8	-15	-8
28	COc1ccc(-c2cn[nH]c2-c2ccc(OCc3ccccc3F)cc2O)cc1OC	-17	25	9	17
29	Cc1cc(C)cc(NC(=O)C(=O)NCCCN2CCOCC2)c1	30	11	0	-10

item	Gli-Sufu antag	SENP8 block	UBC13 polyUb	Apaf1 inhib
21	1	-2	5	-1
22	15	-8	-2	4
23	-4	6	-4	17
24	-44	50	-8	10
25	-85	4	-4	2
26	4	3	0	0
27	5	5	5	10
28	9	0	6	-8
29	4	8	6	-7

# 3 entries out of the list above, ordered by their value in 697 NFkB inh, descending.
cpd | smiles | 697 NFkB inh | Jurkat NFkB inh | CCR6 antag | EBI2 block | UBC13 polyUb
21 | Cc1ccc(S(=O)(=O)c2c(C)c(C)c(C)[nH]c2=O)cc1 | 15 | -5 | 4 | -11 | 5
27 | COc1cc(CC(=O)NCC(C)(C)N2CCOCC2)cc(OC)c1OC | 11 | 8 | -15 | -8 | 5
24 | CCCCCOc1ccc(CSc2ncn[nH]2)cc1 | -96 | -55 | 11 | 2 | -8
